Screening data deposited in PubChem by several laboratories.
Myeloid diff MLP – myeloid differentiation induction; ER-HoxA9 myeloid progenitors, lysozyme-GFP differentiation, flow cytometry; calls only at 10 µM; 1% of 360,000 active; AID 624256;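 active = normalized GFP-positive differentiation at or above the plate's own cutoff, the solvent-only control mean plus 3 SD; inconclusive = no clear call, values can overlap the other calls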;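 also: cells exposed to compound for four days before flow analysis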
Rac1 GTP hydrolysis – MgcRacGAP GTPase-activating activity inhibitors, confirmation, biochemical, ADP Hunter fluorescence; AID 624330; MgcRacGAP-stimulated Rac1 GTP hydrolysis, ADP Hunter fluorescence; higher % means a stronger effect; GST-tagged Rac1 F28L mutant substrate; one-dose inhibition, % at 30 µM; IC50 in µM for titrated hits; 0.6% of 340,000 active;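 active = first-screen hits whose inhibition reached a set limit at any dose in the follow-up dose series; inconclusive = inhibition above the set first-screen limit but never retested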;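 also: fluorescence reports GDP produced by GAP-driven GTP hydrolysis; strong numbers were not always called active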
bCat nuc transl – alters nuclear translocation of beta-catenin in HeLa cells; immunofluorescence imaging; nuclear translocation activity, % at 5 µM; 0.3% of 190,000 active; AID 1665;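 active = nuclear translocation activity above 50% at 5 µM, with a well cell count of 50 or more; inconclusive = wells under 50 cells across six images, flagged as toxic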;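 also: per-cell ratio of nuclear to cytoplasmic median beta-catenin stain intensity; plate controls were DMSO negative control for no effect and GSK-3 inhibitor IX positive control for full effect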
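Assay system: human HeLa cells, native beta-catenin; doses: 5 µM primary, 0.02–20 µM confirmation; incubation: compound treatment 24 h, 37°C, 5% CO2; technique: fluorescence imaging of beta-catenin antibody stain plus DAPI; measure: % activation, nuclear-to-cytoplasmic median beta-catenin signal ratio per cell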
West Nile virus CPE – inhibition of WNV-induced cytopathic effect – cell-based, CPE readout (AID 1621). West Nile virus-infected cells, CPE inhibition; higher % means a stronger effect. CPE inhibition, % at 10 µM; hits with a dose series show IC50 in µM. 0.02% of 290,000 active; in the data active = a potency from the dose series; inconclusive = CPE inhibition mostly from about 3.7% at the one dose, without a potency; inactive = the rest, 99 in 100 with CPE inhibition below about 2.2%; also: strong numbers were not always called active
PhoP inhibition – inhibitors of PhoP regulon expression, primary screen, Salmonella Typhimurium, GFP reporter (AID 1863) | S. Typhimurium PhoP-regulated promoter GFP reporter, 4 h; higher % means a stronger effect | inhibition, % at 50 µM; hits with a dose series show IC50 in µM | 0.16% of 300,000 active;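 active = inhibition over 29.93%, a cutoff 3 SD above the screen mean, later confirmed by dose response; inconclusive = inhibition over 29.93% but no dose response follow-up; inactive = inhibition at most 29.93% or unconfirmed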;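 also: 0% = low Mg2+ inducing control and 100% = high Mg2+ repressing control; strong numbers were not always called active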
WT yeast gro inh – growth inhibition of WT yeast, mitochondrial fusion screen; inhibition, % at 10 µM; 2.1% of 190,000 active; mitochondrial fusion phenotypic screen, WT strain; AID 1362; in the data active = inhibition above about 58%; tested in S. cerevisiae
RSV antiviral HEp-2 – RSV antiviral activity via CPE protection, HEp-2 cells, primary 10 µM value included (AID 2391); HEp-2 cells, RSV-induced CPE inhibition; higher % means a stronger effect; CPE inhibition, % at 10 µM; hits with a dose series show IC50 in µM; 0.13% of 310,000 active; in the data active = a potency from the dose series; inconclusive = CPE inhibition mostly from about 23% at the one dose, without a potency; inactive = the rest, 99 in 100 with CPE inhibition below about 21%; also: strong numbers were not always called active
T cell HTS – T cell immune modulation candidate | 0.068% of 330,000 active | 2C CD8+ T cell-vesicle binding, flow cytometry; stronger effect = lower value | AID 2052 | calls only at 7 µM;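 active = response, share of CD8 T cells binding vesicles, and their 90th percentile fluorescence all below set limits, cut at about 80% in these data, passing the limit was not always enough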
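Material: murine 2C transgenic CD8+ T lymphocytes / Also added: QL9-peptide-loaded Drosophila micro-vesicles bearing Ld, ICAM-1 and B7-1 / Schedule: binding step 1.5 h, 37 °C, antibody labelling 20 min, ice / Signal: flow cytometry, PE anti-B7-1 (FL2) versus Alexa647 anti-CD8 (FL8), PFA-fixed / Evaluation: percent CD8+ FL2 mean versus row control / Benchmarks: naked versus QL9-loaded vesicles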
SV40 large T antigen – TAg ATPase/helicase activity blockers – biochemical (AID 1903); SV40 large T antigen ATPase/helicase inhibition assay; higher % means a stronger effect; one-dose inhibition, % at 20 µM; IC50 in µM for titrated hits; 0.39% of 310,000 active; in the data active = a potency from the dose series; inconclusive = inhibition mostly from about 32% at the one dose, without a potency; inactive = the rest, 99 in 100 with inhibition below about 32%; also: strong numbers were not always called active
WT yeast gro inh mutant strain – second read-out of WT yeast gro inh, no call of its own (marks repeat the call); inhibition, %; mitochondrial fusion phenotypic screen, mutant strain inhibition
bCat nuc transl cell count 5 µM – also measured in bCat nuc transl; calls as there; cell count; measured here: cell count, cytotoxicity flag
T cell HTS vesicle-bound % – recorded beside T cell HTS, whose call it bears; double positive events, %; measured here: CD8+ vesicle-bound cell fraction;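 binding gate set so that unloaded-vesicle control wells show 10% double positive cells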
Myeloid diff MLP GFP+ MAC1+ % – recorded beside Myeloid diff MLP, whose call it bears; GFP+ MAC1+ double positive, %; measured here: differentiation confirmed by MAC1 staining
The depositor's hits bear a star; i = inactive; ? = inconclusive; . = not tested or not shown; & = joins results of further samples. Compounds were not picked by outcome; any-hit rate near 3.6%.

cpd	SMILES	Rac1 GTP hydrolysis	Myeloid diff MLP	Myeloid diff MLP GFP+ MAC1+ %	PhoP inhibition	bCat nuc transl cell count 5 µM	bCat nuc transl	T cell HTS vesicle-bound %	SV40 large T antigen	T cell HTS	West Nile virus CPE	RSV antiviral HEp-2	WT yeast gro inh	WT yeast gro inh mutant strain
1	COc1ccc(N2C(=O)CC(Sc3nnc(-c4ccccc4F)n3C)C2=O)cc1 (stereo unspecified)	10%	i	0.4	4%	1090	-0.1	6	-4%	i	1.3%	1.8%	56	37
2	Nc1ccccc1-c1ccccc1N	-5%	i	0.7	-5%	909	0.2	61	26%	i	-0.1%	0.7%	-8	-7
3	Fc1ccc(-c2csc(N3CCOCC3)n2)cc1	-1%	i	0.4	-11%	1254	-0.1	50	12%	i	-0.7%	.	.	.
4	O=C(Nc1ccc2c(c1)OCCO2)C1CC1c1ccccc1 (stereo unspecified)	8%	i	0.3	-6%	540	-5.3	44	25%	i	-0.4%	2.5%	11	-6
5	COc1ccccc1C1=NOC(Cn2c(NCCOCCO)nc3c2c(=O)n(C)c(=O)n3C)C1 (stereo unspecified)	.	i	0.3	5%	1391	-0.2	18	7%	i	-0.2%	.	.	.
6	CC(C)N(Cc1ccccc1)C(=O)CN1C(=O)COc2ccc(S(=O)(=O)N3CCCCCC3)cc21	13%	i	6.5	-4%	.	.	41	13%	i	0.0%	5.2%	.	.
7	CC[C@@H](NS(=O)(=O)c1ccc(C)cc1)C(=O)Oc1ccc2c3c(c(=O)oc2c1)CCC3	11%	i	0.5	4%	900	-1.5	43	24%	i	-0.1%	0.6%	18	7
8	CCN(CC)C(=O)CC(c1ccc2c(c1)OCO2)c1c(O)cc(OC)cc1OC (stereo unspecified)	1%	i	1.3	1%	1195	-0.7	23	7%	i	-1.1%	0.9%	.	.
9	COc1ccc(CNC(=O)CCCn2nc(C)c3c(C)n(-c4ccc(C)cc4)nc3c2=O)cc1OC	15%	i	3.9	3%	.	.	29	12%	i	-0.5%	11%	.	.
10	COc1cccc(C2CC(c3ccccc3C)n3nc(N)nc3N2)c1 (stereo unspecified)	5%	i	2.3	4%	1169	0.9	52	1%	i	-0.2%	1.4%	12	2
11	CC(C)(C)OC(=O)NCCCC[C@H](NC(=O)c1[nH]cnc1C(=O)Nc1ccc(Cl)cc1)C(=O)OC(C)(C)C	4%	i	1.9	-2%	1305	-0.2	46	0%	i	1.3%	-4.7%	.	.
12	CN(C)c1ccnc2c[cH-]cc12.[Fe].c1ccc(-[c-]2[c-](-c3ccccc3)[c-](-c3ccccc3)[c-](-c3ccccc3)[c-]2-c2ccccc2)cc1 (stereo unspecified)	2%&11%	i	1.6&1.3	4%&0%	1120	0.4	24&48	10%&1%	i	-1.2%&-1.2%	-4.1%&-4.7%	.	.
13	O=C(COC(=O)c1ccc2c(c1)OCO2)Nc1ccccc1	5%	.	.	-5%	1174	-2.5	32	5%	i	1.6%	0.8%	-3	-4
14	COc1ccc(F)cc1S(=O)(=O)Nc1ccc2c(c1)OCCO2	-13%	i	2.1	15%	1109	-0.7	64	4%	i	-0.1%	-0.2%	9	1
15	CCCn1c(C)cc(/C=C(\C#N)C(=O)OCC(=O)NC(=O)NC(C)(C)C)c1C	-3%	i	0.6	-7%	1026	-1.3	51	3%	i	-0.2%	0.8%	-7	-8
16	COC(CN(C)C(=O)c1ccc(CS(=O)(=O)c2ccccc2C)o1)OC	9%	i	0.6	-5%	.	.	23	6%	i	-0.6%	1.4%	.	.
17	O=C(O)c1sccc1SCc1ccc(Cl)cc1Cl	7%	i	0.8	-15%	.	.	30	17%	i	.	1.6%	-9	4
18	Cc1ccc(OCc2nnc(-c3ccc(Cl)cc3)o2)cc1	-8%	i	0.8	.	.	.	45	3%	i	.	.	.	.
19	Cc1ccc(OCCNC(=O)c2ccccc2F)cc1	12%	i	0.6	9%	.	.	17	3%	i	1.2%	3.9%	.	.
20	Cc1ccc(NC(=O)C(C)OC(=O)c2ccc(NC(=O)CC#N)cc2)cc1S(=O)(=O)N1CCOCC1 (stereo unspecified)	5%	i	1.5	5%	.	.	4	14%	i	.	-0.6%	.	.
21	CN(CCNC(=O)c1ccc(CS(=O)(=O)c2c(Cl)cccc2Cl)o1)CCc1ccccc1	5%	i	3.0	-10%	.	.	7	16%	i	0.2%	-0.5%	.	.
22	CSc1cccc(NC(=S)Nc2cc(C)ccc2C)c1	6%	.	.	-5%	1333	-1.8	30	8%	i	1.2%	2.8%	.	.
23	O=C(c1ccc(-c2cccc(C(F)(F)F)c2)o1)N1CCOCC1	4%	i	1.0	1%	1071	-0.8	50	19%	i	-0.1%	6.6%	-1	7
24	COc1ccc(OC)c(CNC(=O)c2coc(=O)c3ccccc23)c1	6%	?	.	-3%	1103	-4.7	27	0%	i	0.1%	29µM*	-5	12
25	NC(=O)CN1CCN(c2ccccc2F)CC1	5%	i	1.5	-12%	1011	-1.3	34	0%	i	0.0%	0.8%	2	4
26	COc1cccc(/C=C/C(=O)OCC(=O)NCc2ccco2)c1	9%	i	1.0	2%	522	0.1	34	3%	i	-0.5%	0.6%	-17	5
27	Cc1nc2c(C)c(C)c(C)c(C)c2nc1C	.	i	0.6	-8%	1333	1.3	17	11%	i	1.2%	.	.	.
28	CCSc1nc(O)c(CC)c(=O)n1C(C)CC (stereo unspecified)	-4%	i	8.9	10%	1059	-1.3	5	6%	i	-0.2%	-1.0%	13	8
29	COc1ccc(-c2cc(C(F)(F)F)n3nc(C(=O)N4CCN5CCCC5C4)cc3n2)cc1OC (stereo unspecified)	7%	i	0.4	8%	.	.	28	2%	i	-0.7%	2.4%	.	.
30	c1nc2sc3c(c2c2nnnn12)CCCC3	3%	i	5.1	5%	1136	-1.0	11	3%	i	-0.3%	22%	-2	-2
31	CCc1cccc(C)c1NC(=S)N(CCN(C)C)C(C)c1cccnc1 (stereo unspecified)	-6%	i	1.5	-12%	1042	0.4	19	0%	i	-1.0%	-0.4%	2	8
32	O=c1[nH]c(N/N=C/c2ccccc2)nc2ccccc12	4%	i	0.5	-30%	1008	0.6	41	11%	i	.	-0.7%	-6	-1
33	O=C(Nc1ccc(S(=O)(=O)Nc2ncccn2)cc1)c1ccc(Br)o1	9%	i	0.8	-1%	1083	-4.3	26	4%	i	0.2%	-0.6%	-2	8
34	Cc1cc2nc(/C=C/c3cccnc3)[nH]c2cc1C	6%	.	.	-9%	.	.	55	13%	i	0.1%	-0.6%	.	.
35	O=C(NCCc1ccccc1)C(=O)NN=C1CCCC1	4%	i	0.6	0%	1256	3.5	46	5%	i	.	2.0%	-12	1
36	CCC(C)NC(=O)c1ccccc1NC(=O)Nc1ccccc1 (stereo unspecified)	0%	i	1.0	-5%	1324	-0.6	15	-3%	i	-0.1%	1.5%	-5	20
37	CN=c1scc(-c2cccs2)n1/N=C/c1ccc(O)c(O)c1O	-3%	i	1.0	19%	1128	0.0	53	36%	i	-1.2%	?	24	11
38	O=C(Cn1c(NCCCO)nc2ccccc21)c1cccc(Br)c1	-2%	i	0.2	-9%	869	-1.1	32	6%	i	0.1%	0.7%	-8	-7
39	COc1ccccc1C1=CC(=O)CCC1	4%	i	1.7	.	.	.	35	17%	i	-0.8%	0.5%	.	.
40	CCCSC1=N/C(=C\c2ccsc2)C(=O)S1	6%	i	1.4	14%	1394	-1.0	16	5%	i	0.1%	-0.9%	2	-1
41	Cc1nnc(SCCn2c(N3CCN(C)CC3)nc3c2c(=O)[nH]c(=O)n3C)s1	6%	i	0.0	-3%	1186	-0.9	53	1%	i	0.4%	5.2%	18	2
42	CC(=O)N1c2ccc(S(=O)(=O)N3CCCC(C(=O)N4CCCCC4)C3)cc2CC1C (stereo unspecified)	3%	i	2.0	.	.	.	5	.	i	-1.5%	3.1%	.	.
43	O=[N+]1C2=C(CCCC2)N([O-])C12CCCC2	4%	i	8.5	-6%	890	-2.9	18	8%	i	0.6%	-0.4%	1	41
44	O=C(Nc1ccc(C(F)(F)F)cc1)N1CCN(c2ccnc3cc(Cl)ccc23)CC1	.	i	1.1	6%	1372	0.9	9	6%	i	3.1%	12%	.	.
45	COc1ccc(Br)cc1CN1CCN(C(=O)c2ccc(OC)c(OC)c2)CC1	21%	i	0.7	-9%	1027	3.0	52	21%	i	-0.5%	-1.8%	-3	-2
46	Cc1ccccc1C(=O)NC1CCN(CC(=O)NCc2ccccc2)CC1	3%	.	.	-6%	.	.	39	10%	i	-0.1%	1.2%	.	.
